TAAR1 agonist – human TAAR1 agonists, primary screen, Fluo-8 calcium fluorescence, CHO RD-HGA16 cells; Trace amine-associated receptor 1 (Homo sapiens), Q96RJ0; vehicle wells 0%, saturating PEA agonist 100%; activation, % at 3 µM; 360,000 compounds, 0.99% hits; AID 624467, 2012;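 active means activation above the mean activation of all test compounds in the run plus 3 SD, cut at about 38% in these data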
Target sequence (Q96RJ0 whole entry, looked up): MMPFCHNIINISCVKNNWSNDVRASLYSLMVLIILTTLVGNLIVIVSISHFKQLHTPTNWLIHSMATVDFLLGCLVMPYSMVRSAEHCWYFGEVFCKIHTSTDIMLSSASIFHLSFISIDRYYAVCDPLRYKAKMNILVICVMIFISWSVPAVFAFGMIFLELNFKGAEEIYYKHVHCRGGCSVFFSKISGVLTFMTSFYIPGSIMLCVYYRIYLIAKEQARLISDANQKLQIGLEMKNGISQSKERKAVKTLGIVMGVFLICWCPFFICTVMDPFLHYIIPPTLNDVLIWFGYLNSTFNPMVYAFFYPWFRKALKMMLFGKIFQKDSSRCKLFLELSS
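System: CHO-derived RD-HGA16 cells with stable Gα16 and human TAAR1. Times: 17-24 h plating, Fluo-8 75 min 37 °C, 30 min RT. Measured by: calcium-sensitive Fluo-8 signal, excitation 470-495, emission 515-575 nm. Read-out basis: % activation relative to PEA EC100 response. Control set: DMSO and PEA EC100. Repeats: no replicates (n 1).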
CHO-K1 Ca ag – counter-screen for M1 agonists: effect in parental CHO-K1 cells; Fluo-8 calcium fluorescence; scaled to maximal ATP response, vehicle zero; activation, % at 3 µM; 360,000 compounds, 0.48% hits; AID 602248, 2012; in the data active means activation above about 15%;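 further: untransfected CHO-K1 host cells lacking M1 receptor as counterscreen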
TAAR1 antag – human TAAR1 antagonists, primary screen, Fluo-8 calcium fluorescence, CHO RD-HGA16 cells; antagonist; inhibition, % at 3 µM; 360,000 compounds, 1.5% hits; AID 624466, 2012;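 active means inhibition above a per-plate cutoff, the mean inhibition of test compounds on that plate plus 3 SD, cut at about 49% in these data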;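 further: 0% = DMSO plus EC80 beta-PEA response and 100% = DMSO alone without agonist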
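Test system – hTAAR1-expressing CHO RD-HGA16 cells, Gα16-coupled · Also added – β-PEA at EC80 concentration, post-compound challenge · Compound – 3 µM, single point · Incubation – dye loading 75 min at 37 °C, then 30 min room temperature · Measured by – Fluo-8 intracellular calcium dye fluorescence, real-time kinetic reads · Benchmarks – vehicle and agonist controls · Replicates – singlicate, one well per test compound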
CHRM1 antagonist – human M1 muscarinic receptor antagonists, primary screen, CHO-K1 cells, Fluo-8 calcium fluorescence, 1536-well. Muscarinic acetylcholine receptor M1 (Homo sapiens), P11229. CHO-K1 hM1, ACh EC80 antagonist. inhibition, % at 3 µM. 360,000 compounds, 1.3% hits;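 active means percent inhibition above its own plate's cutoff, namely the mean of that plate's compound wells plus 3 SD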;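 further: peak over basal fluorescence ratio during 140 s after agonist addition; 0% = ACh EC80 plus DMSO and 100% = DMSO alone without agonist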
Target sequence (P11229 whole entry, looked up): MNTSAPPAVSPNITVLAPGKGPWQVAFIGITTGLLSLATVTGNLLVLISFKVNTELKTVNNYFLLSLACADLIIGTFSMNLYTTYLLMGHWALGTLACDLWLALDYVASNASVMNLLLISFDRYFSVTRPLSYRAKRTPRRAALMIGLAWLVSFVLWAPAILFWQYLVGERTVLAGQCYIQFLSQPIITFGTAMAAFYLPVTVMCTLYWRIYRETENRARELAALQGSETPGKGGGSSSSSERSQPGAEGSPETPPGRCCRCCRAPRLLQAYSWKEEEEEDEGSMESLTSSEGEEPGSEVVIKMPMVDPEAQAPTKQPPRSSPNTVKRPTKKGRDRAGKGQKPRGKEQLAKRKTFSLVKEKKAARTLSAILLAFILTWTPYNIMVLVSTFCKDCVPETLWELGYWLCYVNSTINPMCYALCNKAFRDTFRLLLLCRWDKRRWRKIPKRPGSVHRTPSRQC
CHO parental Ca – ATP-evoked calcium signal inhibitors, parental CHO, primary screen, counter-screen for OX1R antagonist project, cell-based, fluorescence, Fluo-8 calcium dye; parental CHO-K1, ATP-induced calcium, Fluo-8 fluorescence; inhibition, % at 5.6 µM; 330,000 compounds, 0.63% hits; AID 463079, 2010;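 active means inhibition above that plate's mean sample inhibition plus 3 SD, cut at about 26% in these data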;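 further: 0% = ATP-challenged DMSO wells and 100% = DMSO wells without ATP; some compounds past the cut are filed as inactive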
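Measured by: calcium-sensitive Fluo-8 fluorescence / Test system: CHO parental line / Controls: ATP-challenged DMSO wells low, unchallenged DMSO wells high / Measure: % inhibition / Compound: single nominal dose of 5.6 µM per compound / Replicates: single well per compound, no replicates / Reagent: ATP as calcium-mobilizing challenge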
M1 PAM – human M1 muscarinic receptor positive allosteric modulators, primary screen, CHO-K1 cells, Fluo-8 calcium fluorescence, 1536-well; activation, % at 3 µM; CHO-K1 hM1, ACh EC20; 0% = ACh EC20, 100% = maximal ACh; 360,000 compounds, 0.088% hits; in the data active means activation above about 19%, passing the limit was not always enough
M1 PAM parental – nonselective calcium activators in parental CHO-K1 cells, primary screen, counter-screen for M1 PAM project, cell-based, Fluo-8 calcium fluorescence, full deck, 1536-well; ATP EC20; 0% at ATP EC20, 100% at ATP max; activation, % at 3 µM; 360,000 compounds, 0.02% hits; AID 602247, 2012;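 active means activation above the run cutoff, the mean activation of all test compounds plus 3 SD, cut at about 40% in these data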;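 further: peak over basal fluorescence ratio in a 140 s read after ATP addition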
CHO-K1 Ca antag – M1 antagonist counterscreen hit in parental CHO-K1 cells. ATP-induced calcium, Fluo-8 fluorescence. inhibition, % at 3 µM. 360,000 compounds, 0.6% hits;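 active means inhibition above a per-plate cutoff, the plate's mean sample inhibition plus 3 SD, cut at about 24% in these data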;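 further: 0% = DMSO plus EC80 ATP and 100% = DMSO alone without ATP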
M1 ag – human M1 muscarinic receptor agonists, primary screen, Fluo-8 calcium fluorescence, CHO-K1 cells, HTS | AID 588814, 2011 | 360,000 compounds, 0.33% hits | Muscarinic acetylcholine receptor M1 (Homo sapiens), P11229 | CHO-K1 hM1, agonist mode; 0% DMSO, 100% acetylcholine EC100 | activation, % at 3 µM;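 active means activation above the run's mean compound activation plus 3 SD, cut at about 16% in these data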;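 further: peak over basal fluorescence ratio within a 140 s kinetic read after compound addition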
* marks the source's active call; other numbers are inactive results; x = not tested or not shown.

item	Molecule	TAAR1 agonist	CHO-K1 Ca ag	TAAR1 antag	CHRM1 antagonist	CHO parental Ca
1	CC(NC(=O)c1cccs1)c1nnc(SCc2ccc(Cl)cc2Cl)n1C (stereo unspecified)	12	0.4	-2	-9	-21
2	Cc1ccc([N+](=O)[O-])cc1NC(=S)NCCc1ccccc1	8	6.2	12	8	18
3	CCN(CC)CCCNC(=O)c1cc(-c2ccccc2)c(N2CCCCC2)s1	53*	3.4	8	55*	-18
4	O=C(NC1(Cc2ccccc2)CCN(CCCc2ccccc2)C1=O)c1ccccc1 (stereo unspecified)	25	3.4	66*	17	-6
5	O=C(CN1CCC(NC(=O)c2cccc(F)c2)CC1)NCc1cccs1	5	0.5	-26	-6	-13
6	COc1cc(Cl)ccc1OCc1cc(C(=O)N2CCCC(OC)C2)no1 (stereo unspecified)	-1	0.6	14	-7	-16
7	CN1CCN(/C=N/c2c(C#N)cnn2-c2ccccc2)CC1	10	0.1	1	30*	-5
8	CC1=C/C(=N\OS(=O)(=O)c2ccccc2)C=CC1=O	x	4.8	x	-12	46*
9	COc1ccc(S(=O)(=O)Nc2cc(C(=O)NCCCOC(C)C)ccc2N2CCOCC2)cc1	4	0.3	-1	6	-13
10	O=S1(=O)CCOC[C@H](c2ccccc2)N1Cc1ccccc1F	11	-0.1	13	-7	-11
11	CCOC(=O)C(C)Sc1nnc(Cc2cc(=O)[nH]c(=O)[nH]2)n1-c1ccc(OCC)cc1 (stereo unspecified)	1	-0.1	-2	-11	12
12	COc1ccc(OC)c(S(=O)(=O)NCCS(=O)(=O)N2CCN(c3ccccc3)CC2)c1	2	5.4	18	1	-16
13	COc1ccc(NC2C=CS(=O)(=O)C2)c(OC)c1 (stereo unspecified)	10	0.0	-2	12	-6
14	O=C(C[C@@H]1C/C=C\CC[C@H](Cc2ccc(F)cc2)C(=O)OC[C@@H](Cc2ccccc2)NC1=O)NCCO	2	0.2	-2	-1	-17
15	COc1ccccc1NC(=O)c1nc(S(=O)(=O)Cc2ccccc2)ncc1Cl	-2	2.8	21	1	17

item	M1 PAM	M1 PAM parental	CHO-K1 Ca antag	M1 ag
1	9	15	-4	-7
2	0	-28	11	4
3	-25	9	-14	-9
4	-14	-9	-2	-2
5	10	14	-4	-5
6	2	-9	-7	-3
7	-13	4	-2	-3
8	4	24	1	9
9	-6	-2	-7	-8
10	9	6	-17	-8
11	4	10	-2	-1
12	-4	14	9	-3
13	1	-13	12	-11
14	0	-1	-1	-5
15	5	17	2	-3

Additional results:
item	Molecule	TAAR1 agonist	CHO-K1 Ca ag	TAAR1 antag	CHRM1 antagonist	CHO parental Ca
16	C#Cc1ccc(NC(=O)C2(C)CCN2C(=O)Cc2ccc(C(C)C)cc2)cc1 (stereo unspecified)	0	2.1	5	14	x
17	COc1ccc(S(=O)(=O)N(C)CC(=O)O)c2ccccc12	7	0.2	4	1	-1
18	O=C(COc1ccc(F)cc1)N1CCC(Cc2ccccc2)CC1	x	1.6	x	-3	-2
19	C[C@@H]1CN([C@@H](C)CO)C(=O)c2c(c3ccccc3n2C)-c2ccccc2CO[C@H]1CN(C)S(=O)(=O)c1ccc(C#N)cc1	3	0.2	-18	15	x
20	Cc1ccc(/C=N/NC(=O)c2ccccc2OCc2ccc(F)cc2)o1	-4	5.5	-20	-15	-30
21	O=C(NCc1c(Cl)cccc1Oc1ccccc1)c1ccccc1	0	0.0	-9	-17	-29
22	CC(=O)NC/C(C)=N\Nc1ccc([N+](=O)[O-])cc1	10	3.0	15	-1	1
23	CC(=O)Nc1cccc(-c2csc(NCc3ccco3)n2)c1	7	0.6	12	2	-1
24	O=C(CSc1nnc(COc2ccccc2)o1)N1CCCCC1	3	1.4	-12	13	-14
25	CCC1=Nc2cc(C(=O)N3CCCCC3)ccc2Sc2ccc(C)cc21	17	1.0	-27	-14	-30
26	CCOc1ccc(/C=N/Nc2cc(N3CCOCC3)nc(C)n2)c(O)c1	6	1.5	15	-6	-6
27	COC(=O)C1CCN(c2cc(=O)n(-c3ccc(OC)cc3)c(=O)[nH]2)CC1	5	0.7	-43	-12	3
28	CN(C)c1ccc(/C=[N+](\[O-])C2SC(=S)N(C)C2(C)C)cc1 (stereo unspecified)	1	0.5	18	-5	-2
29	O=C(N=C1SC2CS(=O)(=O)CC2N1c1ccccc1F)C1CCCCC1 (stereo unspecified)	1	1.7	-31	-10	-6
30	Cc1c(C)n(Cc2ccccc2)c2ccc(C(=O)OCCCN(C)C)cc12	19	4.0	-9	6	-5

item	M1 PAM	M1 PAM parental	CHO-K1 Ca antag	M1 ag
16	-14	14	-11	-6
17	8	6	-5	-3
18	2	10	-10	-3
19	0	8	1	-1
20	17	43*	-19	-3
21	18	7	0	-2
22	-3	11	2	-2
23	5	9	-2	-2
24	-6	-12	6	-3
25	15	1	-14	0
26	5	-4	-4	-3
27	7	26	-14	2
28	5	23	-7	-3
29	5	17	-17	0
30	7	27	-8	-8

Continued.
item	Molecule	TAAR1 agonist	CHO-K1 Ca ag	TAAR1 antag	CHRM1 antagonist	CHO parental Ca
31	CC1CCN(C(=O)CN2C(=O)C(=O)N(C(C)C)C2=O)c2ccccc2S1 (stereo unspecified)	0	-0.2	20	-4	-4
32	Cc1ccc(-c2cnc(-c3ccccc3C(=O)O)o2)cc1	-1	0.0	-12	2	-1
33	Cc1ccc(-c2csc(NCCn3c(C)nc4cc(C(F)(F)F)ccc43)n2)cc1	0	0.8	-20	1	-14
34	O=C(OCC(=O)N1CCCC1=O)c1cc2ccccc2o1	0	0.8	-14	0	-5
35	COc1ccc(NC(=O)c2ccc3c(c2)CCN3S(C)(=O)=O)cc1	8	3.6	7	9	x
36	CC(=O)Nc1ccc(S(=O)(=O)N(C)c2ccc(OCCOc3cccc(C)c3)cc2)cc1	7	9.2	39	21	0
37	O=C(NC(=S)N1CCCCCC1)c1cccc([N+](=O)[O-])c1	2	0.5	-4	9	-10
38	O=C(Nc1ccc(Br)cc1F)c1ccc2c(c1)OCCO2	-2	1.9	-5	6	8
39	CCOc1ccccc1N1CCN(Cc2cccc(OC)c2OC)CC1	13	2.1	9	-11	-34
40	O=C(Nc1c(Br)cc2c(c1Br)Cc1ccccc1-2)C(Cl)Cl	3	2.4	-7	-12	x
41	CC(Oc1cccc(Cl)c1)C(=O)Nc1ccc(S(=O)(=O)N(C)C2CCN(C)CC2)cc1 (stereo unspecified)	42*	8.8	11	3	-2
42	Cc1onc(-c2c(F)cccc2Cl)c1C(=O)Nc1ccccc1N1CCOCC1	-1	0.6	-21	-19	-13
43	Cc1ccc(Cn2nnc3c(=O)[nH]c(C4CCN(S(=O)(=O)c5cc(C)ccc5C)CC4)nc32)cc1	1	1.3	-35	-12	-5
44	OCc1ccc(-c2nn(Cc3ccccc3)c3ccccc23)o1	2	-0.6	-9	-23	-12
45	Nc1cc2ccncc2c2ccccc12	5	0.6	-7	-14	-11

item	M1 PAM	M1 PAM parental	CHO-K1 Ca antag	M1 ag
31	8	12	-14	-5
32	-2	-9	-10	-3
33	3	15	-15	-4
34	7	11	-14	-5
35	0	-10	12	1
36	-11	9	6	3
37	-3	14	-9	-3
38	1	12	-8	-3
39	11	0	2	-5
40	5	12	-4	4
41	8	13	-6	7
42	8	16	-12	-2
43	7	13	-17	-4
44	10	-8	8	7
45	13	-9	-4	-6

Exported with values under each structure: 8 of the compounds above.
Value order – TAAR1 agonist	CHO-K1 Ca ag	TAAR1 antag	CHRM1 antagonist	CHO parental Ca	M1 PAM	M1 PAM parental	CHO-K1 Ca antag	M1 ag
#31 CC1CCN(C(=O)CN2C(=O)C(=O)N(C(C)C)C2=O)c2ccccc2S1 (stereo unspecified)
→ 0	-0.2	20	-4	-4	8	12	-14	-5
#32 Cc1ccc(-c2cnc(-c3ccccc3C(=O)O)o2)cc1
→ -1	0.0	-12	2	-1	-2	-9	-10	-3
#33 Cc1ccc(-c2csc(NCCn3c(C)nc4cc(C(F)(F)F)ccc43)n2)cc1
→ 0	0.8	-20	1	-14	3	15	-15	-4
#34 O=C(OCC(=O)N1CCCC1=O)c1cc2ccccc2o1
→ 0	0.8	-14	0	-5	7	11	-14	-5
#35 COc1ccc(NC(=O)c2ccc3c(c2)CCN3S(C)(=O)=O)cc1
→ 8	3.6	7	9	x	0	-10	12	1
#36 CC(=O)Nc1ccc(S(=O)(=O)N(C)c2ccc(OCCOc3cccc(C)c3)cc2)cc1
→ 7	9.2	39	21	0	-11	9	6	3
#37 O=C(NC(=S)N1CCCCCC1)c1cccc([N+](=O)[O-])c1
→ 2	0.5	-4	9	-10	-3	14	-9	-3
#38 O=C(Nc1ccc(Br)cc1F)c1ccc2c(c1)OCCO2
→ -2	1.9	-5	6	8	1	12	-8	-3

Other records
item	Molecule	TAAR1 agonist	CHO-K1 Ca ag	TAAR1 antag	CHRM1 antagonist	CHO parental Ca
46	CC1(C(=O)NS(=O)(=O)C2CC2)CCN(C(=O)c2ccccc2OC(F)(F)F)C1 (stereo unspecified)	1	0.5	15	-19	x
47	O=C(c1cccs1)c1coc2ccc(O)cc12	9	1.6	-13	-2	1
48	Cc1ccc(O)c(-c2cc(C(=O)Nc3ccc(S(=O)(=O)N4CC(C)OC(C)C4)cc3)[nH]n2)c1 (stereo unspecified)	18	5.0	8	1	-2
49	O=[N+]([O-])c1ccc(CSc2ncnc3ccccc23)cc1	1	1.8	-22	-14	-15
50	NNc1ncnc2sc3c(c12)CCC3	9	-0.3	6	6	-27
51	Cc1noc(C)c1COC(=O)C1CCN(S(=O)(=O)c2c(Cl)cccc2Cl)CC1	0	2.5	17	-5	-27
52	CCC1C(=O)N=C(SCC(=O)Nc2ccccc2)NC1=O (stereo unspecified)	-2	0.1	0	-6	3
53	O=C(NC1CC1)c1ccc(-c2nc3ccccc3s2)s1	3	1.1	11	10	-15

item	M1 PAM	M1 PAM parental	CHO-K1 Ca antag	M1 ag
46	12	16	-11	-1
47	4	21	-4	-3
48	5	37	-7	-2
49	6	15	-13	-3
50	0	-12	-3	2
51	2	-1	-10	-3
52	9	-8	6	-2
53	-6	1	-8	-2

Assay outcomes (PubChem BioAssay)
